# bIAP inh: intestinal alkaline phosphatase (bovine) inhibition; purified bovine IAP, CDP-star luminescence, 30 min; inhibition, % at 20 µM; 190,000 tested, under 10 active; AID 1019;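 active = over 50% inhibition of intestinal alkaline phosphatase at 20 µM in the single-dose screen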
#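 test system = bovine IAP enzyme | medium = DEA buffer 100 mM, pH 9.8, with MgCl2 1.0 mM, ZnCl2 0.02 mM | detection = luminescence | dosing = single compound dose of 20 µM, 2% DMSO final | incubation = 30 min reaction at room temperature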
# TR-FRET SRC-2 ct: counter-screen for PPARgamma SRC-2 recruitment agonists: TR-FRET artefact. TR-FRET ratio at 8 µM. hits give high values. AID 1049. 0.4% of 200,000 active; in the data active = TR-FRET ratio above about 2000; note: inactives centre near 1500
# bIAP act: increases bovine intestinal alkaline phosphatase activity; 0.17% of 200,000 active; activation factor at 20 µM; purified bovine IAP, CDP-star luminescence, 30 min; hits give high values; fold of DMSO-control signal, blank-subtracted; AID 1016;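 active = activation factor of 2 or more at 20 µM, a signal rise over negative controls twice the positive control's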
# TNAP inh noacc: blocks human TNAP activity with no phosphate acceptor present; inhibition, % at 20 µM; 0.26% of 200,000 active; P05186; purified TNAP, CDP-star luminescence, 30 min;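 active = tissue-nonspecific alkaline phosphatase inhibition above about 50% at 20 µM in the single-dose screen, limit read from the data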;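 note: 0% = DMSO negative control and 100% = EDTA positive control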
# Target sequence (P05186 whole entry, looked up): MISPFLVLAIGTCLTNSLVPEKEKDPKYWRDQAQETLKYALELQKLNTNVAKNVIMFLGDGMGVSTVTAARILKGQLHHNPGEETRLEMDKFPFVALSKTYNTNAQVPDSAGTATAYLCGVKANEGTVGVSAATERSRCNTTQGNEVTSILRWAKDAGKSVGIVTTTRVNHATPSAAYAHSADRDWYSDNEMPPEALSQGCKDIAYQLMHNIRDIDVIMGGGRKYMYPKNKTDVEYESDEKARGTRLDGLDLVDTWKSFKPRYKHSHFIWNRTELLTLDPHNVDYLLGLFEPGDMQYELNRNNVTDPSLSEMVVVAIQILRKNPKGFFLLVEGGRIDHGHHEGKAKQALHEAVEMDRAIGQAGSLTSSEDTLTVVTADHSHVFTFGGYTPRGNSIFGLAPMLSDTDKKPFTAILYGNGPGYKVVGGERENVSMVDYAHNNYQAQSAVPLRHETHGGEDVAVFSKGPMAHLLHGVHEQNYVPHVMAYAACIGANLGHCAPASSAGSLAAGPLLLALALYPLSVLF
# PPARg SRC1 recr: promotes SRC-1 coactivator recruitment by human PPARgamma; P37231; PPARgamma-SRC-1 coactivator recruitment biochemical assay; activation, % at 8 µM; 0.41% of 200,000 active; AID 631; in the data active = activation above about 19%;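 note: 0% = DMSO and 100% = reference agonist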
# Target sequence (P37231 whole entry, looked up): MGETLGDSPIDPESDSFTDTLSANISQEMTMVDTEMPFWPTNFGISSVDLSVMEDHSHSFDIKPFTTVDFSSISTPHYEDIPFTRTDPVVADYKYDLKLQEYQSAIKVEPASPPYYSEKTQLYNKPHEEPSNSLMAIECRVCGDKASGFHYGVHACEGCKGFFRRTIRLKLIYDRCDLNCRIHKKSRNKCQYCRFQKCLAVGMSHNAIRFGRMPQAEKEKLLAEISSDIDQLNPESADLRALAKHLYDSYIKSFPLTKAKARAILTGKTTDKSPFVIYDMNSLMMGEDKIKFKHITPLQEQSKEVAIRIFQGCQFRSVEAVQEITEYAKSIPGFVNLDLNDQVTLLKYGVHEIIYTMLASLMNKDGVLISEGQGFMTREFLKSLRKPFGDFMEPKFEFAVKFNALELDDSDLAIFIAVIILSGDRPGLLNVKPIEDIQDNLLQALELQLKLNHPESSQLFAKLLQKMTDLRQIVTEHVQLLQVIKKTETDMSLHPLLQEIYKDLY
# TNAP inh hi DEA: blocks human TNAP under high phosphate acceptor concentration | P05186 | inhibition, % at 20 µM | 0.03% of 200,000 active | purified TNAP, CDP-star luminescence, 1 M DEA;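 active = over 50% inhibition of tissue-nonspecific alkaline phosphatase at 20 µM in the single-dose screen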;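 note: plate controls were DMSO wells for no effect and EDTA-quenched wells as full inhibition for full effect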
# HMGR II inh: blocks class II HMG-CoA reductase of Enterococcus faecalis; purified E. faecalis HMGR, NADPH absorbance 340 nm kinetic; inhibition, % at 10 µM; AID 1066; 0.41% of 190,000 active;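 active = inhibition above a set limit, the median over all tested compounds plus 3 SD, cut at about 9.5% in these data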;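 note: enzyme runs in reverse so mevalonate oxidation gives rising NADPH absorbance; 0% = complete reaction with DMSO and 100% = background rate lacking mevalonate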
# TNAP act hi DEA: TNAP (human) activation, high acceptor; P05186; purified TNAP, CDP-star luminescence, 1 M DEA, 30 min; hits give high values; 0 = EDTA background, 1 = DMSO-only activity; activation factor at 20 µM; 200,000 tested, under 10 active; AID 1136;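 active = activation factor at least 2 at 20 µM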
#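 Dosing: 20 µM single point. System: human TNAP. Amount: TNAP 1/800 final. Incubation: 30 min, room temperature. Read-out: TNAP activation factor scaled between EDTA and DMSO control wells. Signal: luminescence from CDP-star hydrolysis. Medium: 1 M DEA, pH 9.8, Mg2+, Zn2+. Control set: EDTA negative control, DMSO positive control.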
# PPARg SRC2 recr: agonists of SRC-2 recruitment by human PPARgamma; P37231; PPARgamma LBD-SRC-2 recruitment, biochemical; activation, % at 8 µM; 0.34% of 200,000 active; AID 1032; in the data active = activation above about 22%;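 note: 0% = vehicle and 100% = reference agonist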
# PPARg SRC-3 ag: agonists of human PPARgamma SRC-3 coactivator recruitment. AID 731. P37231. 0.26% of 200,000 active. biochemical PPARgamma/SRC-3 coactivator recruitment assay. activation, % at 8 µM; in the data active = activation above about 23%;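 note: 0% = DMSO and 100% = reference agonist; some compounds past the cut are filed as inactive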
# An asterisk follows results filed as active; . = no result given.
SMILES,bIAP inh,TR-FRET SRC-2 ct,bIAP act,TNAP inh noacc,PPARg SRC1 recr,TNAP inh hi DEA,HMGR II inh,TNAP act hi DEA,PPARg SRC2 recr,PPARg SRC-3 ag
Cc1cc(C(=O)OCC(=O)NCc2ccccc2Cl)c(C)o1,10,1664,0.9,-16,7,-9,-3,1.1,17,5
O=C(Nc1ccc(Cl)cc1)N1CCc2[nH]c3ccccc3c2C1,8,1753,0.9,-3,11,-2,-4,1,5,2
CC(C)C(c1nnnn1Cc1ccc(F)cc1)N1CCSCC1 (stereo not given),6,1404,0.9,-13,6,-3,1,1,10,5
CC1CCN(S(=O)(=O)c2cccc(C(=O)N(C)C3CCS(=O)(=O)C3)c2)CC1 (stereo not given),7,1487,0.9,-7,-3,1,-5,1,-6,7
CCN1C(=O)C(CC(=O)NCCc2ccccc2)N(NC(=O)c2cccnc2)C1=S (stereo not given),12,1436,0.9,-9,3,-3,-2,1,5,6
CC12CS(=O)(=O)CC1SC(=S)N2c1ccccn1 (stereo not given),0,1593,1,0,-6,-4,-1,1,0,7
CCc1ccc2c(c1)cc(C)c1nnc(SCC(=O)Nc3cc(OC)c(OC)cc3C(=O)O)n12,1,1565,1,-2,2,2,-3,1,12,-2
Cc1ccc(-c2csc(NC(=O)Cc3cccs3)n2)cc1C,24,1619,0.8,20,1,-3,-4,1,14,3
CC(=O)N=c1sc2c3ccccc3ccc2n1C,4,1511,1,-7,3,-1,3,1,-3,0
Cc1cccc(NC(=O)c2ccc([N+](=O)[O-])o2)n1,4,1470,1,-4,-2,6,2,0.9,0,-9
COc1ccccc1N/N=C/c1ccc2c(c1)OCO2,8,1609,0.9,-6,7,-1,0,1,2,6
COCCNC(=O)CSc1nc2cc(OC)c(OC)cc2c(=O)n1Cc1ccc(OC)cc1,0,1392,1,-2,-7,-4,-7,1,-4,-12
CCOc1ccc(OCC)c(NC(=O)CSCCc2ccccn2)c1,-8,1643,1.1,-6,-2,0,-3,1,2,-3
Nn1c(SCC(=O)Nc2cccc(S(N)(=O)=O)c2)nnc1C1CC1,-5,1588,1.1,9,0,3,-5,1,3,1
CCOC(=O)c1c(NC(=O)CSc2nnc(C)s2)sc2c1CCC(CC)C2 (stereo not given),-5,1615,1.1,-2,2,1,14*,1,7,1
CCc1nnc(NC(=O)Cn2c(=O)oc3ccccc32)s1,10,1288,0.9,-12,2,-3,-5,1,-5,-11
CCOCC(O)CS(=O)(=O)c1ccccn1 (stereo not given),9,1738,0.9,-11,4,-4,-8,1,8,8
CCCCC(=O)c1ccc(O)cc1O,.,1526,.,.,1,.,0,.,0,9
CN(O)/C=N/C(=S)Nc1ccc(Cl)cc1Cl,23,1682,0.8,-22,1,0,-1,1,13,2
CCc1cc2c(NC(C(=O)O)C(C)C)ncnc2s1 (stereo not given),12,1546,0.9,-19,5,-7,0,1.1,3,-1
Cc1cc(NC(=O)CSc2nc3sc4c(c3c(=O)n2C)CCCC4)no1,-3,1535,1,-13,-4,-10,0,1.1,6,-7
CC1=C(C)/C(=N\OS(=O)(=O)c2ccccc2)C=CC1=O,19,1547,0.8,-10,5,4,-8,1,3,-2
CCOc1ccc(Br)cc1CNc1ccc2c(c1)OCCO2,1,1576,1,-12,5,-4,2,1,13,4
O=C(O)CCC(=O)NCCn1c(-c2ccccc2)csc1=Nc1ccccc1,1,1673,1,-17,2,-5,-6,1.1,11,8
CCN(c1ccccc1)S(=O)(=O)c1ccc(C(=O)Nc2nnc(C3CC3)o2)cc1,-8,1615,1.1,-34,0,-8,-10,1.1,-4,-2
Cc1cc(C)cc(-n2nnn(C3C/C(=N/NC(N)=S)C4OCC3O4)c2=S)c1 (stereo not given),-38,1559,1.4,-11,7,-3,-4,1,3,3
COc1ccc(C2CC(c3cccs3)=NN2C(=O)CSc2nnc(N)s2)cc1OC (stereo not given),2,1546,1,-8,-3,1,-3,1,-4,1
Cc1ccc(C)n1-c1ccccc1N1CCCCC1,-10,1538,1.1,-18,-1,-4,7,1,-5,-3
COc1cc(C)c(C(N)=O)c(OC)n1,-4,1592,1,-9,4,-3,-12,1,-5,2
CCCOc1ccc(C(=O)Nc2ccc(C)cc2[N+](=O)[O-])cc1,-1,1549,1,-2,2,0,-1,1,2,-6
Cc1sc2nc(C(C)Sc3nnc(C)n3-c3ccccc3)[nH]c(=O)c2c1C (stereo not given),4,.,1,1,.,-1,.,1,.,.
CCOC(=O)C1CCN(c2nc3ccccc3n2CC(=O)c2ccccc2)CC1,0,1567,1,-10,0,1,6,1,7,0
Cc1cc(NCCCO)n2nc(-c3cccs3)cc2n1,-11,1513,1.1,-2,-7,1,-1,1,-2,-3
CCC(C)(C)NC(=O)CN(C(=O)CCC(=O)Nc1cc(C)ccn1)c1ccc2c(c1)OCCO2,-23,1626,1.2,-9,7,-6,-1,1.1,-3,-4
Cn1nnnc1SCC(=O)N(C1CCCCC1)C1CCCCC1,0,1554,1,0,-1,-7,2,1.1,5,1
CCCC(=O)c1ccc(N2CCCC2)c(F)c1,-4,1703,1,-8,4,-2,0,1,2,-19
O=C(CN1CCN(S(=O)(=O)c2ccc(F)cc2)CC1)c1ccc(O)c(O)c1,9,1611,0.9,56*,12,2,5,1,4,6
CCCCC(=O)Nc1nnc(C)s1,10,1618,0.9,-13,3,-8,0,1.1,1,6
Cc1ccccc1Cc1ccc(Cl)nn1,3,1501,1,-18,2,-4,0,1,1,-2
Cc1nnc(-c2cnn(-c3ccccc3)c2N)n1Cc1ccc(F)cc1,0,1712,1,-5,0,3,2,1,3,3
CC(C)C(=O)N1CCc2cc(-c3csc(N)n3)ccc21,9,1769,0.9,-7,3,0,-5,1,3,6
Cc1cccc(-n2cc(CN3CCN(Cc4nccn4C)CC3)c(-c3cccc(F)c3)n2)c1,-6,1620,1.1,-4,2,-6,-5,1.1,6,2
CCC(=O)NC(=S)Nc1cccc(Cl)c1N1CCCC1,-18,1868,1.2,-2,-3,0,-1,1,2,-5
O=C(CN1CC(=O)Oc2ccccc21)OCC(=O)c1ccccc1,-14,1470,1.1,-33,-2,-6,0,1.1,4,-2
O=C(O)CCCCCN1C(=O)CCC1=O,-9,1579,1.1,-7,5,-5,-5,1.1,-1,2
CCNC(=S)NS(=O)(=O)c1ccc(C)cc1,7,1396,0.9,-10,1,0,6,1,0,-2
O=C(O)c1cccc2c1C(=O)c1ccccc1C2=O,-2,1487,1,-3,4,-4,0,1,-4,-1
CSc1cccc(NC(=O)CSc2nnc(C)s2)c1,14,1574,0.9,-5,-4,1,-1,1,-2,-8
Cn1c(CN2CCOCC2)nc2cc(NC(=O)c3ccc(F)cc3)ccc21,-9,1585,1.1,-7,0,-1,-1,1,10,-3
CCNC(=O)c1ccc(C2SCC(=O)N2CCc2ccccc2)cc1 (stereo not given),9,1488,0.9,-5,6,1,-1,1,-4,4
Cc1nnc(NC(=O)CSc2ccccn2)s1,0,1708,1,-12,2,-4,2,1,2,0
COc1ccccc1C(c1nnnn1CCc1ccccc1)N1CCN(c2ccccc2)CC1 (stereo not given),4,1690,1,-11,2,-10,3,1.1,2,6
O=C(Nc1sc2c(c1-c1nc3ccccc3[nH]1)CCCC2)C1CCCC1,-6,1625,1.1,-12,11,-7,-3,1.1,14,-4
Cn1cc(-c2ccccc2C(N)=O)c(=O)c2ccccc21,-6,1540,1.1,-14,-1,-3,-1,1,6,0
CCOC(=O)c1c(Nc2ccccc2N)cc(C)nc1C,-2,1679,1,0,3,-6,-4,1.1,14,6
O=S(=O)(NCCNc1ncc(C(F)(F)F)cc1Cl)C(F)(F)F,-4,1559,1,-6,-1,-2,-3,1,5,5
O=C(NCc1ccccn1)C(C(=O)c1cccc([N+](=O)[O-])c1)n1cc(Cl)ccc1=O (stereo not given),2,1497,1,-2,-4,-3,2,1,6,-4
CC(=O)c1cccc(NC(=O)N2CCCC2C(=O)NCc2ccc3c(c2)OCO3)c1 (stereo not given),-3,1510,1,-5,-1,1,-1,1,-1,5
Cc1ccc(NC(=O)c2oc3ccc(S(=O)(=O)N4CCC5(CC4)OCCO5)cc3c2C)cc1C,2,1548,1,-6,-1,-1,-4,1,-2,2
COc1ccc(C)cc1NC(=O)C1CCCN(S(=O)(=O)c2cccc3nonc23)C1 (stereo not given),3,1609,1,-5,10,1,-10,1,18,-1
Cn1c(SCC(=O)Nc2ccc(N3CCOCC3)cc2)nnc1-c1ccccc1,1,1694,1,-1,5,-4,3,1,10,3

# Rewritten as labelled records: part of the list above.
compound: Cc1cccc(-n2cc(CN3CCN(Cc4nccn4C)CC3)c(-c3cccc(F)c3)n2)c1
  bIAP inh: -6; TR-FRET SRC-2 ct: 1620; bIAP act: 1.1; TNAP inh noacc: -4; PPARg SRC1 recr: 2; TNAP inh hi DEA: -6; HMGR II inh: -5; TNAP act hi DEA: 1.1; PPARg SRC2 recr: 6; PPARg SRC-3 ag: 2

compound: COc1cc(C)c(C(N)=O)c(OC)n1
  bIAP inh: -4; TR-FRET SRC-2 ct: 1592; bIAP act: 1; TNAP inh noacc: -9; PPARg SRC1 recr: 4; TNAP inh hi DEA: -3; HMGR II inh: -12; TNAP act hi DEA: 1; PPARg SRC2 recr: -5; PPARg SRC-3 ag: 2

# Molecules above containing two or more sulfur atoms, in the order listed:
SMILES,bIAP inh,TR-FRET SRC-2 ct,bIAP act,TNAP inh noacc,PPARg SRC1 recr,TNAP inh hi DEA,HMGR II inh,TNAP act hi DEA,PPARg SRC2 recr,PPARg SRC-3 ag
CC1CCN(S(=O)(=O)c2cccc(C(=O)N(C)C3CCS(=O)(=O)C3)c2)CC1 (stereo not given),7,1487,0.9,-7,-3,1,-5,1,-6,7
CC12CS(=O)(=O)CC1SC(=S)N2c1ccccn1 (stereo not given),0,1593,1,0,-6,-4,-1,1,0,7
Cc1ccc(-c2csc(NC(=O)Cc3cccs3)n2)cc1C,24,1619,0.8,20,1,-3,-4,1,14,3
Nn1c(SCC(=O)Nc2cccc(S(N)(=O)=O)c2)nnc1C1CC1,-5,1588,1.1,9,0,3,-5,1,3,1
CCOC(=O)c1c(NC(=O)CSc2nnc(C)s2)sc2c1CCC(CC)C2 (stereo not given),-5,1615,1.1,-2,2,1,14*,1,7,1
Cc1cc(NC(=O)CSc2nc3sc4c(c3c(=O)n2C)CCCC4)no1,-3,1535,1,-13,-4,-10,0,1.1,6,-7
Cc1cc(C)cc(-n2nnn(C3C/C(=N/NC(N)=S)C4OCC3O4)c2=S)c1 (stereo not given),-38,1559,1.4,-11,7,-3,-4,1,3,3
COc1ccc(C2CC(c3cccs3)=NN2C(=O)CSc2nnc(N)s2)cc1OC (stereo not given),2,1546,1,-8,-3,1,-3,1,-4,1
Cc1sc2nc(C(C)Sc3nnc(C)n3-c3ccccc3)[nH]c(=O)c2c1C (stereo not given),4,.,1,1,.,-1,.,1,.,.
CCNC(=S)NS(=O)(=O)c1ccc(C)cc1,7,1396,0.9,-10,1,0,6,1,0,-2
CSc1cccc(NC(=O)CSc2nnc(C)s2)c1,14,1574,0.9,-5,-4,1,-1,1,-2,-8
Cc1nnc(NC(=O)CSc2ccccn2)s1,0,1708,1,-12,2,-4,2,1,2,0

# High-throughput results deposited in PubChem by several laboratories.
